# ZTA counter = ZTA (EBV) inhibition in EBNA-1 counter-screen. P03206. ZTA-DNA binding, fluorescence polarization. inhibition, % at 11 µM. actives 0.15% (n = 320,000). AID 2234; in the data active = inhibition above about 33%
# LAP4 TOR yeast = alters LAP4-GFP fluorescence in TOR pathway yeast screen; S. cerevisiae LAP4-GFP multiplex, flow cytometry GFP, 3 h; median GFP as percent of DMSO wells; GFP response vs DMSO, % at 10 µM; actives 0.34% (n = 320,000);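 active = GFP response vs DMSO above a set limit, about the screen mean plus 3 SD, cut at about 150% in these data; inconclusive = under 70 cell events counted for the yeast strain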
# MEP2-GFP yeast = yeast TOR pathway MEP2-GFP modulation | GFP response vs DMSO, % at 10 µM | S. cerevisiae MEP2-GFP strain, flow cytometry GFP, 3 h; 100% = DMSO control level | actives 0.51% (n = 330,000);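 active = GFP response versus DMSO above a set limit, roughly screen mean plus 3 SD, cut at about 180% in these data; inconclusive = fewer than 70 cells counted for a yeast strain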;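 note: median GFP fluorescence of the barcode-gated MEP2-GFP cells per well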
# RPL19A-GFP yeast = modulators of TOR pathway RPL19A-GFP in S. cerevisiae; S. cerevisiae RPL19A-GFP strain, flow cytometry, 3 h; hits give low values; percent response vs DMSO, % at 10 µM; actives 0.3% (n = 330,000); AID 2025;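 active = percent response vs DMSO below 50%; inconclusive = fewer than 70 events counted for the yeast strain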;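 note: median channel GFP fluorescence of the barcoded RPL19A-GFP strain; ratio of sample median GFP to plate DMSO average so 100% = DMSO; lower means less RPL19A-GFP as with rapamycin TOR inhibition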
# procasp7 counter = counter-screen for procaspase-3 activators: activators of human procaspase-7 | actives 0.093% (n = 330,000) | recombinant procaspase-7, Ac-DEVD-pNA absorbance 405 nm; D23A/D198A/D206A triple mutant, cannot self-cleave; scale: DMSO 0, 5 µM enzyme 100 | activation, % at 8.5 µM | AID 463210 | P55210;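 active = percent activation above the screen-wide mean plus 3 SD, cut at about 25% in these data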
#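 buffer or medium = Zinc-free HEPES/NaCl buffer, pH 7.4 | material = Procaspase-7 triple mutant (PC-7 D3A) | input = 2 µM procaspase-7 mutant as dispensed | signal = Epi-absorbance of released pNA at 405 nm, two timepoints | timing = 1 h preincubation, 2 h reaction | replicates = singlicate compound testing | evaluation = % activation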
# proCasp3 act = activators of human procaspase-3; AID 463141; P42574; recombinant procaspase-3 D3A, Ac-DEVD-pNA absorbance 405 nm; activation, % at 8.5 µM; actives 0.11% (n = 330,000);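 active = activation above the mean of all tested compounds plus 3 SD, cut at about 21% in these data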;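 note: 0% = DMSO alone and 100% = DMSO wells spiked with extra 5 µM PC-3 D3A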
#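 assay system = Procaspase-3 D3A mutant | signal = absorbance at 405 nm, 0 and 120 min | times = 1 h preincubation plus 2 h reaction at 25 °C | repeats = single replicate | read-out = % activation between DMSO and enzyme-spiked controls | medium = Zinc-free HEPES saline buffer with Triton X-100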
# EBNA-1 inh = blocks EBNA-1 binding to DNA; EBNA-1 DNA binding, fluorescence polarization; inhibition, % at 14.8 µM; actives 0.34% (n = 300,000); AID 1950; in the data active = inhibition above about 28%
# AHR activator = activators of human aryl hydrocarbon receptor; actives 2.5% (n = 320,000); activation, % at 5 µM; AHR-responsive luciferase reporter cells, luminescence; in the data active = activation above about 47%;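 note: 0% = vehicle wells and 100% = reference agonist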
# * = called active by the depositor; ? = inconclusive; · = no result given. The order is random. Share with any hit: about 3.8%.
item	Structure	ZTA counter	LAP4 TOR yeast	MEP2-GFP yeast	RPL19A-GFP yeast	procasp7 counter	proCasp3 act	EBNA-1 inh	AHR activator
1	CC(C)COP(=O)(c1ccc(N(C)C)cc1)C(O)c1ccccn1 (stereo not given)	5	101	97	94	-3	-9	-2	0
2	CO[C@H]1C=CO[C@@]2(C)Oc3c(C)c(O)c4c(O)c(c(C=NN5CCN(C)CC5)c(O)c4c3C2=O)NC(=O)C(C)=CC=C[C@H](C)[C@H](O)[C@@H](C)[C@@H](O)[C@@H](C)[C@H](OC(C)=O)[C@@H]1C	10	98	95	96	-12	-8	7	-2
3	CN(C(=O)CSc1nc2cc(C(=O)O)ccc2c(=O)n1Cc1ccccc1)C1CCS(=O)(=O)C1 (stereo not given)	0	100	105	98	4	0	3	2
4	Oc1ccc(/C=N/Nc2nc(N3CCCCCC3)nc(N3CCCCCC3)n2)c(O)c1	-15	100	100	103	7	0	-7	-8
5	N#CCSc1nc2c(cc1C#N)CCCCCC2	-2	97	97	97	-5	-10	-6	4
6	O=C(COc1ccc(Cl)cc1)Nc1cnn(Cc2c(Cl)cccc2Cl)c1	-12	92	107	98	2	-6	-6	18
7	CCN(CC)CCn1c2c(c(SCC(=O)Nc3ccc(F)c(F)c3)nc1=O)CCC2	-11	103	99	98	4	-6	-14	0
8	COc1ccc(NC(=O)c2ccc(NS(=O)(=O)c3cccc4cccnc34)cc2)cc1	2	94	97	101	11	2	0	3
9	CCOC(=O)C1CCCN(C(=O)c2cn(C)c3ccc(S(=O)(=O)N4CCCC4)cc3c2=O)C1 (stereo not given)	4	?	?	?	15	-13	7	0
10	CCOc1ccc(S(=O)(=O)Nc2ccc(S(=O)(=O)N3CCCCC3)cc2)cc1	2	94	97	94	-3	-5	9	1
11	COc1ccc(/C=N/OCC(=O)N(Cc2ccc(OC)cc2)c2ccccc2C(=O)O)cc1	5	98	103	101	-9	-2	11	-3
12	O=c1cc(Cl)[nH]c(=O)n1Cc1ccc(F)cc1	15	109	99	101	-4	2	10	3
13	COc1cc(C(=O)Nc2nnc(-c3sccc3C)s2)cc(OC)c1OC	-10	90	96	94	-2	-11	-5	23
14	Nc1ccc2c(c1)C(=O)N(CCCCCC(=O)O)C2	1	88	98	91	4	6	-6	0
15	Cc1nn(CC(=O)OCC(=O)NCCc2ccc(S(N)(=O)=O)cc2)c(C)c1[N+](=O)[O-]	6	105	97	100	6	7	·	0
16	COc1ccccc1N/C=C/C(=C(C#N)C#N)N(C)C	12	100	98	98	3	-7	4	42
17	COc1ccc(CNc2ncc(-c3ccc(F)cc3)n2C)cc1OC	4	96	103	101	-5	-6	-10	0
18	Cn1c(=O)c2c(nc3n2CC(O)CN3c2ccc(O)cc2)n(C)c1=O (stereo not given)	13	99	101	107	-8	-7	-3	0
19	CCCN(C(=O)/C=C/c1ccc(S(=O)(=O)N(CC)CC)cc1)C1CCS(=O)(=O)C1 (stereo not given)	·	106	107	110	5	6	·	-1
20	COc1ccc(OC)c(S(=O)(=O)Nc2ccc(O)c(Sc3ncn[nH]3)c2)c1	-21	91	96	96	3	-2	6	2
21	O=C(Cc1ccc(F)cc1)Nc1ccc(S(=O)(=O)N2CCCCC2)cc1	7	96	99	94	-7	6	9	0
22	Cc1ccc(CN=C2NC(=O)C(CC(=O)NCCc3ccccc3)S2)cc1 (stereo not given)	9	105	96	100	-28	-25	5	2
23	Cc1cc(CC(=O)O)c(C)cc1CC(=O)O	-9	92	91	93	13	8	6	1
24	Clc1c(OCCCn2ccnc2)ccc2ccccc12	8	100	100	100	5	-4	8	7
25	COC(=O)C1SCCN1S(=O)(=O)c1ccc(Cl)cc1 (stereo not given)	-21	114	105	102	-3	1	-10	4
26	O=C(CSc1nnnn1C1CC1)Nc1cccc(S(=O)(=O)N2CCCC2)c1	19	107	102	104	1	5	·	1
27	CCN(CC(N)=O)S(=O)(=O)c1ccc(Br)cc1	0	98	98	97	2	-7	9	-1
28	Cc1ccc(-c2nsc3c(N4CCC(C(N)=O)CC4)ncnc23)cc1	-2	101	106	102	-6	7	4	-7
29	COc1ccccc1NC(=O)COc1ccc(-c2nn(C)c(=O)c3ccccc23)cc1	-1	100	100	104	-4	-5	0	-5
30	COc1ccc(C(=O)OC(C)C(=O)NC2CCCCC2C)cc1S(=O)(=O)N1CCOCC1 (stereo not given)	-12	97	105	96	12	-3	0	-3
31	COc1cc(C(=O)NCC(=O)NCCN2C(=O)S/C(=C\c3ccc4c(c3)OCO4)C2=O)cc(OC)c1OC	-4	100	104	97	-3	-8	-4	-1
32	Cc1ccccc1C1C(=O)c2ccccc2C1=O	-10	88	106	107	-11	0	-2	2
33	O=C1NC(=O)/C(=C\c2cn(Cc3ccccc3F)c3ccccc23)N1	8	101	98	102	-8	-5	-4	39
34	Cc1ccc(OCC(=O)N[C@@H](C)c2nnc3ccccn23)cc1C	7	92	109	97	6	4	-8	2
35	O=C(Nc1cccc(C(F)(F)F)c1)Nc1ccc2[nH]c(=O)[nH]c2c1	7	98	99	109	-8	7	0	20
36	CCOC(=O)c1ccccc1NC(=O)COC(=O)CSCC(=O)Nc1cc(C)on1	-14	111	99	100	0	3	0	-1
37	COc1cccc(C(=O)Oc2ccc(/C=N/NC(=O)c3ccncc3)cc2OC)c1	9	87	101	100	8	6	-5	9
38	O=C(c1ccccc1)c1nc2ccccc2n(CCCn2c(=O)c(C(=O)c3ccccc3)nc3ccccc32)c1=O	5	108	100	102	4	1	6	0
39	CSc1ccc(S(=O)(=O)N2CCC(C(=O)Nc3ccc(NC(C)=O)cc3)CC2)cc1	-6	94	97	95	-13	-4	1	0
40	Cc1[nH]n(-c2ccccc2)c(=O)c1C1(C(F)(F)F)C(=O)N(c2ccccc2)C2=C1C(=O)CC(C)(C)C2 (stereo not given)	1	95	93	92	8	2	-3	0
41	CCOC(=O)Nc1ccc(S(=O)(=O)Nc2cc(C)nc(C)n2)cc1	14	90	92	91	1	11	-10	1
42	COc1cccc(-c2nc(CS(=O)(=O)CC(=O)NCC(C)c3ccccc3)c(C)o2)c1 (stereo not given)	-16	91	95	98	-2	-9	-7	4
43	COc1ccc(S(=O)(=O)N(CC(=O)Nc2ccc(S(=O)(=O)N3CCOCC3)cc2)c2ccccc2)cc1	4	98	98	101	9	4	8	24
44	O=C(CNC(=O)c1ccccc1)N/N=C/c1ccccc1Cl	6	93	101	102	10	-7	-15	5
45	CC(/C=N/NC(=O)c1ccco1)=C\c1ccccc1	0	123	99	93	-4	-11	-3	0
46	C/C(=N\Nc1ccccn1)c1cccs1	6	110	104	108	3	7	7	18
47	CCCCCCn1ccc(=N)cc1	-12	102	105	105	6	0	-3	-9
48	O=C(Nc1ccc2oc(-c3ccccc3)nc2c1)c1ccncc1	-2	123	100	95	5	5	6	-14
49	COC(=O)c1ccc(S(=O)(=O)c2ccccc2)c(N)c1	-14	99	98	98	1	-6	-1	1
50	Fc1ccc(-c2csc(N3CCC(c4ccccc4)C3)n2)cc1 (stereo not given)	4	110	107	102	0	1	-2	36
51	CCNc1ccccc1CP(=O)(c1ccccc1)c1ccccc1O (stereo not given)	0	91	108	105	-23	-11	10	0
52	COC(CNC(=O)Cc1c(C)nc2c(-c3ccccc3)c(C)nn2c1C)OC	4	106	92	96	8	2	0	1
53	CC(=O)NC1(c2nnnn2CCOC(=O)Nc2ccc(Cl)cc2)CCCCC1	-2	95	95	99	-3	0	9	3
54	NC(=O)CSc1ccc(F)cc1	6	112	96	98	11	6	1	-1
55	C/C(N)=C(/C#N)C(=O)COC(=O)c1cccc2ccccc12	1	100	109	111	-8	13	4	-1
56	Cc1ccc2c(Cl)c(C)c(N3CCCCC3)nc2n1	-2	92	104	93	2	0	-13	-1
57	O=C(c1ccc(Br)cc1)N1CCCC(c2nc(-c3cccs3)no2)C1 (stereo not given)	8	114	90	97	7	-1	0	2
58	COc1ccccc1CCC(=O)N(C)CC(=O)Nc1ccc(Cl)c(C(F)(F)F)c1	-4	92	106	101	-14	5	3	4
59	COc1ccccc1/C=N/Nc1nc(C)c(C(C)=O)s1	2	101	99	96	-6	2	-2	34
60	CC1CCCC(C)N1C(=O)COC(=O)CSc1ccc(C(N)=O)cc1[N+](=O)[O-] (stereo not given)	-2	103	108	97	-3	-3	2	-1

# Record cards (already shown).
# COC(=O)C1SCCN1S(=O)(=O)c1ccc(Cl)cc1 (stereo not given) is entered as ZTA counter = -21; LAP4 TOR yeast = 114; MEP2-GFP yeast = 105; RPL19A-GFP yeast = 102; procasp7 counter = -3; proCasp3 act = 1; EBNA-1 inh = -10; AHR activator = 4
# Oc1ccc(/C=N/Nc2nc(N3CCCCCC3)nc(N3CCCCCC3)n2)c(O)c1 is entered as ZTA counter = -15; LAP4 TOR yeast = 100; MEP2-GFP yeast = 100; RPL19A-GFP yeast = 103; procasp7 counter = 7; proCasp3 act = 0; EBNA-1 inh = -7; AHR activator = -8
# Cc1ccc2c(Cl)c(C)c(N3CCCCC3)nc2n1 is entered as ZTA counter = -2; LAP4 TOR yeast = 92; MEP2-GFP yeast = 104; RPL19A-GFP yeast = 93; procasp7 counter = 2; proCasp3 act = 0; EBNA-1 inh = -13; AHR activator = -1

# New compounds follow
item	Structure	ZTA counter	LAP4 TOR yeast	MEP2-GFP yeast	RPL19A-GFP yeast	procasp7 counter	proCasp3 act	EBNA-1 inh	AHR activator
61	CC(=O)OCc1c(C(F)(F)F)nn(C)c1Oc1ccccc1	-5	102	101	102	5	11	-7	-2
62	COc1ccccc1-n1nnnc1SCC(=O)Nc1oc(C)c2c(C)n[nH]c(=O)c12	-5	99	98	101	-25	-22	5	16
63	O=S(=O)(/N=C(\c1ccccc1)N1CCOCC1)c1ccc(Cl)cc1	1	94	101	102	8	-3	0	1
64	Cc1nc2ccccc2c(C)c1CC(=O)OC(C)C(=O)NC1(C#N)CCCCC1 (stereo not given)	1	100	101	102	-1	-6	3	9
65	COC(=O)CN(c1ccc(OC)cc1OC)S(=O)(=O)c1ccccc1[N+](=O)[O-]	5	120	106	99	-3	5	-5	0
66	Cc1ccnc(NC(=O)c2ccc(C(=O)c3ccccc3)cc2)c1	1	113	96	95	5	14	-1	5
67	COC(=O)C1C2CCC(C2)C1C(=O)OCC(=O)c1ccccc1 (stereo not given)	10	102	103	100	12	-3	9	0
68	Cc1ccc(F)cc1NC(=O)c1c(-c2ccccc2)noc1C	16	102	98	105	-4	2	4	0
69	CC(=O)c1ccc(NC(=O)Cn2cnc(S(=O)(=O)N3CCc4ccccc43)c2)cc1	1	97	100	101	-7	10	7	2
70	CCN(CC)S(=O)(=O)c1ccc(N2CCOCC2)c(NC(=O)c2ccccc2)c1	7	114	138	105	2	5	-1	-1
71	CCOc1ccc(N2CC(C(=O)N3CCCCCC3)CC2=O)cc1 (stereo not given)	-7	103	108	111	2	3	-6	-1
72	CCN(CC)CCn1c2c(c(SCC(=O)Nc3ccc(C(C)C)cc3)nc1=O)CCC2	-4	100	102	105	11	4	-11	1
73	COc1ccccc1Oc1nc([N+](=O)[O-])nn1CC(N)=O	-26	87	82	96	17	10	-2	3
74	COc1cccc(C2c3c(oc4ccc(F)cc4c3=O)C(=O)N2CCCN2CCOCC2)c1 (stereo not given)	12	99	103	96	-38	-15	4	2
75	COc1ccc(CNC(=O)CCCCCNc2nc(=S)[nH]c3ccccc23)cc1	0	97	105	101	-3	6	3	2
76	CCOc1cccc(CNCCSc2nnnn2C)c1	-21	92	101	99	5	-3	3	0
77	CCCn1c(SCC(N)=O)nnc1C(C)C	-6	102	104	102	2	6	1	1

# Bioassay records deposited in PubChem by several laboratories.
